# Screening results from PubChem BioAssay.
# GSK3A inh: blockers of GSK3A enzyme activity – biochemical, luminescence, cell-free homogeneous, HTS, primary screen | inhibition, % at 10 µM | AID 2650, 2010 | GSK-3 alpha kinase, ADP-Glo luminescence, 60 min | Glycogen synthase kinase-3 alpha (Homo sapiens), P49840 | hit rate 0.1% among 320,000;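 in the data active = inhibition above about 50%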;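 note: GST-tagged GSK-3 alpha with peptide substrate and 25 µM ATP; 0% = DMSO neutral wells and 100% = GW8510 positive control wells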
# DYRK1A inh: rat Dyrk1A kinase inhibitors, primary screen, biochemical, single point, plate reader | Dual specificity tyrosine-phosphorylation-regulated kinase 1A (Rattus norvegicus), Q63470 | ADP-Glo luminescence, NFATc1 peptide | inhibition, % at 12.5 µM | hit rate 0.43% among 310,000 | AID 504441, 2011; in the data active = inhibition above about 50%;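 note: plate controls were vehicle with enzyme for no effect and no enzyme for full effect; many of its hits are not listed in these tables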
# RGS4 block: RGS4 inhibitors, primary screen, cell-based, HEK293 M3R inducible RGS4, calcium flux. Regulator of G-protein signaling 4 (Homo sapiens), P49798. AID 463165, 2010. Fluo-4 calcium flux; active compounds read high; triggered by carbachol at its EC20. B-score at 10 µM. hit rate 0.45% among 310,000;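 active = B-score, a plate-corrected calcium signal, over three deviations above library mean, with baseline fluorescence within five deviations of library mean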;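 note: RGS4 expression induced by doxycycline in cells with stable M3 receptor; B-score is computed from the integrated fluorescence ratio over baseline after carbachol; higher B-score means a larger calcium signal and so more RGS4 inhibition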
# Target sequence (P49798 whole entry, looked up): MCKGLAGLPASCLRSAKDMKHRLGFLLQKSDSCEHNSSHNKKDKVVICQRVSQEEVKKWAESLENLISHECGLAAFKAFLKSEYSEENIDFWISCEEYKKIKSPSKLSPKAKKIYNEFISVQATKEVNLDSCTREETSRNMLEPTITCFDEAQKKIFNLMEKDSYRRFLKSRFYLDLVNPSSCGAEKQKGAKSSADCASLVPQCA
# RGS4 act: RGS4 potentiators or activators, primary screen, cell-based, HEK293 M3R inducible RGS4, calcium flux | B-score at 10 µM | hit rate 0.92% among 310,000 | carbachol calcium flux Fluo4; active compounds read low | AID 463111, 2010;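 active = B-score of the integrated calcium signal more than 4 SD below the library mean, with starting fluorescence not abnormally high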;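 note: negative B-score means reduced calcium response which marks RGS4 activation or potentiation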
#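 Assay system: HEK293 FlpIn-TREx cells, stable M3R, doxycycline-inducible RGS4 / Probe or stimulus: carbachol, ECmax concentration / Times: overnight RGS4 induction, 30 min dye load 37 °C, 20 min compound RT / Signal: kinetic calcium fluorescence imaging with Fluo4-AM dye, 2 µM / Measure: Agonist-evoked peak-minus-minimum fluorescence over baseline, integrated ratio, B score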
# KCNQ1 act: potentiators or activators of KCNQ1 channel, primary screen, cell-based, thallium flux, high-throughput | Potassium voltage-gated channel subfamily KQT member 1 (Homo sapiens), P51787 | CHO-K1 KCNQ1, thallium flux FluxOR fluorescence; active compounds read high | B-score at 10 µM | hit rate 0.35% among 310,000;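 active = fluorescence ratio B-score, a plate-corrected score, at least three library SD, with initial intensity B-score within 5 SD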
#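 Material: CHO-K1 cells stably expressing KCNQ1. Medium: assay buffer for compound exposure, DMSO matched across wells. Reagent: K+/Tl+ depolarizing stimulus. Compound dosing: single-concentration screen. Times: 37 °C overnight plating, 90-min dark dye load, 20-min compound pretreatment. Technique: FluxOR Tl+ flux fluorescence.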
# PolyA inh: polyadenylation inhibitors in yeast reporter cells, primary screen, luminescence, S. cerevisiae; S. cerevisiae SKY197-pL101 polyadenylation reporter, beta-gal luminescence; efflux-impaired pdr1/pdr3 knockout yeast; score 100 = 6 SD above DMSO; calls only at 12 µM; hit rate 0.02% among 300,000;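 active = lowest replicate activity score at least 50, where 100 means six control SD above control mean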;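 note: yeast exposed to compound for 9 h at 30 °C; higher score means more reporter readthrough which indicates perturbed polyadenylation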
# KCNQ1 inh: inhibitors of human KCNQ1 channel, primary screen, cell-based, thallium flux, high-throughput; Potassium voltage-gated channel subfamily KQT member 1 (Homo sapiens), P51787; CHO-K1 KCNQ1, FluxOR thallium flux fluorescence; active compounds read high; B-score at 10 µM; hit rate 1.3% among 310,000; AID 2642, 2010;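 active = compounds whose thallium flux B-score, printed positive for inhibition, exceeds three library SD while starting fluorescence stays within three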;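 note: channel opened by potassium depolarization with thallium stimulus after 20 min compound exposure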
# KCNK3 inh: human KCNK3 channel inhibitors, primary screen, CHO cells, FluxOR thallium flux, B-score | Potassium channel subfamily K member 3 (Homo sapiens), O14649 | FluxOR fluorescence; active compounds read low | B-score at 10 µM | hit rate 0.84% among 340,000 | AID 602410, 2012;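 active = B-score under library mean minus 4 SD, starting fluorescence ratio at most library mean plus 5 SD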;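 note: more negative B-score means stronger inhibition of thallium flux through KCNK3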
# GSK3B inh: human GSK3beta kinase inhibitors, primary screen, biochemical, cell-free homogeneous, HTS | activity score (negative = inhibition), % at 10 µM | hit rate 0.038% among 300,000 | GST-GSK3beta kinase, ADP-Glo luminescence, 60 min; active compounds read low | AID 2097, 2009 | Glycogen synthase kinase-3 beta (Homo sapiens), P49841;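 active = more than half of replicate wells score below -50%, meaning over 50% inhibition versus plate controls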;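 note: 0% = median DMSO wells and -100% = median GW8510 positive control wells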
# Target sequence (P49841 whole entry, looked up): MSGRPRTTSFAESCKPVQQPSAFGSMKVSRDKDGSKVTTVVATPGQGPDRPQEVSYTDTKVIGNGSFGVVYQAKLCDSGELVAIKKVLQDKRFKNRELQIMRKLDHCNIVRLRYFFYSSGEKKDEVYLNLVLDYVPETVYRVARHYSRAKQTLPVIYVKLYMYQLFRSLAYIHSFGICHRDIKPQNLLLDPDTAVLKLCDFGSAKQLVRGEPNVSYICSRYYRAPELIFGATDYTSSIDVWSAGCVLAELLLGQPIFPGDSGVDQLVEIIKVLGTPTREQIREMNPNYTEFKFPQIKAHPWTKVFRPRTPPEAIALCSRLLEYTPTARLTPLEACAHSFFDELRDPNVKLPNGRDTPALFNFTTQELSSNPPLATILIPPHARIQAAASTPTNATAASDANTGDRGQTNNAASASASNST
#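 Assay system: GST-tagged human GSK3beta kinase, cell-free; Input: 1.6 ng GSK3beta; Medium: Tris/MgCl2 kinase buffer; Timing: 60 min enzyme reaction, room temperature; Signal: ADP-Glo luminescence quantifying ADP generated by kinase; Evaluation: score relative to plate controls; Benchmarks: DMSO neutral wells and GW8510 at 20 µM as positive.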
# KCNK9 inh: KCNK9 potassium channel inhibitors, primary screen, HEK293 cells, thallium flux. FluxOR thallium flux fluorescence; active compounds read low. B-score at 10 µM. hit rate 1.2% among 310,000;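 active = ratio B-score over 3 SD below the library mean, with starting fluorescence within 5 SD of its mean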;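 note: negative B-score means less thallium flux so channel inhibition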
# Target sequence (Q9NPC2 whole entry, looked up): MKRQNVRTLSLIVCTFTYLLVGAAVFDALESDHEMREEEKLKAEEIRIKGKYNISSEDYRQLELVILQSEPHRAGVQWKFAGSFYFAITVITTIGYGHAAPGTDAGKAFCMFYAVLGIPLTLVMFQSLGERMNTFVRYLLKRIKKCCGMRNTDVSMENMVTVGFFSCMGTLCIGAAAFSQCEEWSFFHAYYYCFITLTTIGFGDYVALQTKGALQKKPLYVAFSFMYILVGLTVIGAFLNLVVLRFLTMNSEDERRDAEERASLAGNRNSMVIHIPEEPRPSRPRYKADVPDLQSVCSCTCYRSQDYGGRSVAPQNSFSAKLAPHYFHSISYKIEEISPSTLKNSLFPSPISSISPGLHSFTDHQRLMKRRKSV
# hERG rescue: hERG rescue from dofetilide block, primary screen, cell-based, CHO-hERG, FluxOR thallium flux, dofetilide IC70; dofetilide IC70 present; activation (rescue from dofetilide block), less the hit threshold, % at 10 µM; hit rate 0.51% among 310,000;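 active = activation above the mean of controls blocked by dofetilide plus 5 SD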;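 note: thallium influx through hERG after potassium depolarization seen as dye fluorescence rise; in these data hits start at about 4.7%; inactives centre near -7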
# Numbers without * were called inactive; i = inactive; · = no result given. A portion of the library; the hit share may differ from the screen's.
SMILES,GSK3A inh,DYRK1A inh,RGS4 block,RGS4 act,KCNQ1 act,PolyA inh,KCNQ1 inh,KCNK3 inh,GSK3B inh,KCNK9 inh,hERG rescue
COc1ccc(NS(=O)(=O)c2ccc3[nH]c(=O)[nH]c3c2)cc1,-7,-1,i,i,i,i,i,i,-4,i,-4
C=C(C)C1CC=C(CN2CCN(Cc3ccccc3)CC2)CC1 (stereo not drawn),0,2,i,i,i,i,i,i,-2,i,-5
CCCc1ccc(NC(=O)C2CCCN(c3cnccn3)C2)cc1 (stereo not drawn),·,·,i,i,i,i,i,i,0,i,-13
CCCn1c(NCc2cccc(OC)c2O)nc2ccccc21,2,-15,i,i,i,i,i,i,3,i,-14
O=C(CSc1nnc(COc2ccc(Cl)cc2)o1)N1CCCCC1,-1,-6,i,i,i,i,i,i,1,i,-5
O=c1nc2ccc(Cl)cn2c2ccc(S(=O)(=O)N3CCCCC3)cc12,-2,-2,i,i,i,i,i,i,-1,i,0
Fc1ccc(NC2=NCCCCC2)cc1,-2,20,i,i,i,i,i,i,2,i,-4
CC(CC(=O)Nc1ccc2c(c1)OCO2)c1ccccc1 (stereo not drawn),-1,18,i,i,i,i,i,i,1,i,-8
COc1cccc(N(CC(=O)NCCSCc2ccc(C)cc2)S(C)(=O)=O)c1,0,-5,i,i,i,i,i,i,0,i,-2
Cc1c(NC(=O)c2cnn3c2NC(c2ccco2)CC3C(F)(F)F)c(=O)n(-c2ccccc2)n1C (stereo not drawn),-1,2,i,i,i,·,i,i,1,i,0
Cc1ccc(S(=O)(=O)N2CCN(C(C)C)CC2)cc1,-1,-1,i,i,i,i,i,i,-1,i,-4
O=C(CCNS(=O)(=O)c1ccc(Cl)cc1)N1CCN(c2ccccn2)CC1,0,0,i,i,i,i,i,i,2,i,-11
COc1ccc(C(CNC(=O)c2cc(SC)ccc2Cl)N(C)C)cc1 (stereo not drawn),-1,5,i,i,i,i,i,i,0,i,-10
S=C(NC1CCCCCC1)NC1CCCC1,5,-7,i,i,i,i,i,i,2,i,-8
O=C(Nc1ccon1)c1cccc(S(=O)(=O)N2CCCCC2)c1,3,1,i,i,i,i,i,i,0,i,-4
COc1ccc(OC)c(C(c2c(C)[nH][nH]c2=O)c2c(C)[nH][nH]c2=O)c1,-1,-1,i,i,i,i,i,i,1,i,-11
C[C@@H]1CN(C(=O)c2nc3ccc(Cl)cn3c2CN(C)CCc2cnn(C)c2)C[C@H](C)O1,-1,-4,i,i,i,i,i,i,0,i,-10
C=CCNc1nnc(Sc2ncccc2[N+](=O)[O-])s1,0,-3,i,i,i,i,i,i,2,i,-22
COc1ccc2nc(C)cc(SCC(=O)N3CCCCC3)c2c1,-1,-3,i,i,i,i,i,i,0,i,-6
CC(C)N1CCc2c(sc(NC(=O)c3ccc([N+](=O)[O-])o3)c2C(N)=O)C1,-2,5,i,i,i,i,i,i,-1,i,-4
CCCNC(=O)c1ccc(C2SCC(=O)N2CCc2ccccc2)cc1 (stereo not drawn),-1,-6,i,i,i,i,i,i,2,i,-3
CCCCNc1ccc2nsnc2c1[N+](=O)[O-],3,9,i,i,i,i,i,i,-2,i,-6
CC1(c2ccc(OC(F)F)cc2)NC(=O)N(CC(=O)Nc2ccccc2)C1=O (stereo not drawn),-1,1,i,i,i,i,i,i,0,i,-10
O=C(/C=C/c1ccccc1)NC(=S)NNS(=O)(=O)c1ccccc1,-1,-1,i,i,i,i,i,i,4,i,-8
COc1ccc(CCN=C(N)NS(=O)(=O)c2ccc(F)cc2)cc1OC,0,-6,i,i,i,i,i,i,1,i,-10
COc1ccc(-n2ncc3c2CC(C)(C)CC3NC(=O)c2cn[nH]c2)cc1 (stereo not drawn),·,-8,i,i,i,i,i,i,3,i,-5
CC1(C)CC(=O)C2=C(C1)Nc1ccccc1NC2c1cccnc1 (stereo not drawn),-2,0,i,i,i,i,i,i,3,i,2
CCN(CC)S(=O)(=O)c1cccc(C(=O)N/N=C/c2ccccc2OCC(=O)O)c1,1,-5,i,i,i,i,i,i,4,i,-9
S=c1[nH]nc(CCc2ccccc2)n1-c1ccc(Cl)cc1,6,-1,i,i,i,i,i,i,0,i,-24
O=C(Cc1cccs1)N1CCN(C(=O)C2CCCO2)CC1 (stereo not drawn),0,4,i,i,i,i,i,i,-2,i,-10
CC(=O)c1c(Nc2ccccc2)sc(C(=O)c2ccccc2)c1C,0,1,i,i,i,i,i,i,3,i,-13
CC(C)CC(=O)Nc1nnc(S(=O)(=O)N(C)Cc2ccco2)s1,4,·,i,i,i,i,i,i,1,i,-9
C=CCN1C(=O)C(=O)N(Cc2nc3ccccc3s2)C1=O,0,-3,i,i,i,i,i,i,1,i,-5
CCn1cc(C(=O)N2CCCC2)c(=O)c2cc(S(=O)(=O)N3CC(C)CC(C)C3)ccc21 (stereo not drawn),-1,0,i,i,i,i,i,i,1,i,-5
Cc1onc(-c2ccccc2)c1C(=O)Nc1nnc(C(C)C)s1,-1,1,i,i,i,i,i,i,4,i,-12
O=c1c(Cc2ccc(Cl)cc2Cl)c(O)ccn1Cc1ccncc1,6,-2,i,i,i,i,i,i,3,i,-4
CCN(CC(=O)NCc1ccc(F)cc1)CC(=O)Nc1ccc(S(=O)(=O)N2CCCC2)cc1,-4,7,i,i,i,i,i,i,2,i,-6
O=C(CCSc1ccccc1)Nc1ccc(OCc2ccccc2)cc1,0,4,i,i,i,i,i,i,-1,i,-2
O=c1cc(CSc2nc(NCc3ccccc3)c3ccccc3n2)nc2ccc(Cl)cn12,-1,5,i,i,i,i,i,i,0,i,-9
Cc1ccc2c(c1)NCC(C(=O)NC1CCCCC1)O2 (stereo not drawn),1,1,i,i,i,i,i,i,-7,i,-7
CCCCCCCN=CC1=C(O)CC(c2ccccc2)CC1=O (stereo not drawn),-3,·,i,i,i,i,i,i,2,i,-9
O=C(CNS(=O)(=O)c1ccc(F)c(Cl)c1)NCCc1ccccc1,-4,-5,i,i,i,i,i,i,2,i,-6
CC(=O)N1CSCC1C(=O)O (stereo not drawn),-2,-8,i,i,i,i,i,i,-1,i,-4
COc1ccc(CCNC(=O)c2cc([N+](=O)[O-])cc([N+](=O)[O-])c2)cc1OC,0,-3,i,i,i,i,i,i,1,i,-4
CC1(C(=O)Nc2cccc(S(=O)(=O)N3CCOCC3)c2)Cc2ccccc2C(=O)O1 (stereo not drawn),-1,5,i,i,i,i,i,i,0,i,-9
Cc1ccc(-n2nc3c(Cl)nnc(C)c3c2C)cc1,6,-4,i,i,i,i,i,i,1,i,-10
OC(COCC1CC=CCC1)Cn1cnc2ccccc21 (stereo not drawn),-1,5,i,i,i,i,i,i,0,i,-6
CC(=O)c1cccc(NC(=S)NCc2ccccc2)c1,-1,5,i,i,i,i,i,i,-4,i,-5
CCS(=O)(=O)NCc1csc(-c2ccccc2)n1,-2,3,i,i,i,i,i,i,2,i,-8
CC(C)(C)Nc1nc2ccc([N+](=O)[O-])cc2o1,4,-13,i,i,i,i,i,i,-3,i,-5

# Next compounds.
SMILES,GSK3A inh,DYRK1A inh,RGS4 block,RGS4 act,KCNQ1 act,PolyA inh,KCNQ1 inh,KCNK3 inh,GSK3B inh,KCNK9 inh,hERG rescue
O=C(CSc1ncccn1)Nc1ccccc1,-4,-21,i,i,i,i,i,i,2,i,-4
CC1CN(C/C(=N\O)C23CC4CC(CC(C4)C2)C3)CC(C)O1 (stereo not drawn),-2,-3,i,i,i,i,i,i,2,i,-7
CC#CCN1c2ccccc2[C@]23C[C@@H](C(=O)OC)N(C(=O)OCC)C2=NC(C(=O)OC)=C(C(=O)OC)[C@H]13,0,6,i,i,i,i,i,i,3,i,3
COc1cccc(Cn2nnc(C(=O)NCc3ccccc3Cl)c2N)c1,·,13,i,i,i,i,i,i,0,i,-18
COc1ccc(N2CCN(C(=O)c3ccc(Cl)c(S(=O)(=O)N4CCCC4)c3)CC2)cc1,-2,-2,i,i,i,i,i,i,2,i,-8
CC(=O)c1cccc(S(=O)(=O)NCC(C)(C)N2CCOCC2)c1,-4,-3,i,i,i,i,i,i,-2,i,-3
CC(C)(C)c1ccc(C(=O)Nc2ccccc2Cl)cc1,0,-2,i,i,i,i,i,i,2,i,-3
O=C(O)CCS(=O)(=O)c1ccc(-c2ccccc2)cc1,-3,-1,i,i,i,i,i,i,0,i,1
COc1ccc(Cl)cc1Nc1nc(-c2sc(NC(=O)CC(C)C)nc2C)cs1,0,-11,i,i,i,i,i,i,-2,-13*,-7
COc1ccc(N2C(=O)c3ccc(C(=O)Nc4ccc(NC(C)=O)cc4)cc3C2=O)cc1,-3,4,i,i,i,i,i,i,-2,i,-4
CC(C)(CCl)C(=O)Nc1ccc(OC(F)(F)F)cc1,0,-4,i,i,i,i,i,i,1,i,-9
CCCn1c(=N)n(CC(=O)c2ccc(OCC(=O)OC)cc2)c2ccccc21,-2,·,i,i,i,i,i,i,2,i,-7

# Given with two lines to a compound: two of the compounds above
# Results follow in this order: GSK3A inh | DYRK1A inh | RGS4 block | RGS4 act | KCNQ1 act | PolyA inh | KCNQ1 inh | KCNK3 inh | GSK3B inh | KCNK9 inh | hERG rescue
> CC1(C(=O)Nc2cccc(S(=O)(=O)N3CCOCC3)c2)Cc2ccccc2C(=O)O1 (stereo not drawn)
 : -1 | 5 | i | i | i | i | i | i | 0 | i | -9
> Cc1ccc(-n2nc3c(Cl)nnc(C)c3c2C)cc1
 : 6 | -4 | i | i | i | i | i | i | 1 | i | -10
